# Assay outcomes as filed in PubChem BioAssay.
# Tb PYK inh – blocks Trypanosoma brucei pyruvate kinase; Q57TT1; TbPYK enzyme, Kinase-Glo Plus ATP luminescence, 45 min; Potency, µM (series often up to 76.8 µM), without a hit: at the highest dose activity, negative = inhibition, most hits filed as inhibitors; hit rate 0.12% among 410,000; AID 624173; further: nearly all actives have a fitted effect of over 50% in size
#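 Enzyme and substrate buffer are dispensed first and compound is pin-transferred. ADP at 130 uM final then starts the reaction, which runs 45 min at room temperature. Detection reagent is added for 10 min before luminescence is imaged.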
# HCV inh – HCV inhibition. Huh7.5.1 HCVcc-Cre infection, luciferase reporter, 44 h. Potency, µM (titrated, usually from 41.8 µM), without a hit: top-dose activity change, negative = inhibition, hits mostly inhibitors. hit rate 3.4% among 340,000
#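 HCVcc-Cre virus at an moi near 0.5 was added right after compound to cells cultured 4 h from seeding (1,000 cells/well). Luciferase activity was determined 44 h later, 15 min after substrate addition at RT.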
# An asterisk follows results filed as active; ? = inconclusive; [ ] = dose if it differs, or a comment. The call rests on the fitted dose curve; in most records, active means well fitted curve in the direction sought with a large enough effect; inconclusive means small, poorly fitted or top-dose-only effect, or another doubt; inactive means no such curve, though single readings can be large; an effect the other way counts as inactive or inconclusive. On the % scale 0 is the no-effect control and ±100 the full control effect; potency means the concentration at half of the fitted maximal effect.
no.	SMILES	Tb PYK inh	HCV inh
1	COc1ccc(NC(=O)CSc2ccc3c(c2)OCCO3)cc1S(N)(=O)=O	3%	?
2	COc1ccc(C(=O)NCC(C)(c2ccccc2)c2ccccc2)cc1S(=O)(=O)N1CCOCC1	-4%	0%
3	O=S(=O)(Nc1ccc(F)cc1)c1ccc(S(=O)(=O)N2CCOCC2)cc1	-4%	-5%
4	COCCCNC(=O)c1cc(S(=O)(=O)NCCCN2CCCC2=O)ccc1Cl	0%	8%
5	CC(C)(C)OC(=O)N(Cc1ccccc1)Cc1ccccc1OCc1cccc(NC(=O)C2CCC2)c1	0%	-16%[8.37 µM]
6	COc1ccc(OC)c(NC(=O)COC(=O)/C=C/c2ccco2)c1	0%	?
7	CC1=C(C/C(C)=C/c2ccccc2)/C(=C/CO)[C@@H]2OC(=O)O[C@]2(C)C12CC2	7%	-5%
8	CC(C)CCNC(=O)C1CC(c2ccccc2[N+](=O)[O-])=NO1 (stereo unspecified)	-1%	-15%
9	O=C(Cn1cc(COc2c(F)c(F)cc(F)c2F)nn1)c1ccc(O)cc1	4%	19%
10	COc1cccc(NC(=O)CN(C)C(=O)c2cc(-c3ccccc3)nn2-c2ccccc2)c1	-11%	-23%
11	Cc1ccc(NC(=O)CN2c3cccc4cccc(c34)S2(=O)=O)cc1	-2%	-9%
12	Cc1ccc(S(=O)(=O)NCC(=O)OCC(=O)NCc2ccco2)cc1	0%	-3%
13	CCOc1ncccc1C(=O)Nc1ccc(S(=O)(=O)Nc2cc(C)nc(C)n2)cc1	5%	4%
14	COc1ccc(NC(=O)Nc2cccc3c2O[C@@H](CN(C)CC2CCCCC2)[C@@H](C)CN([C@H](C)CO)C3=O)cc1	-11%	-27%
15	Nn1c(SCC(=O)NCc2ccc3c(c2)OCO3)nnc1C(F)(F)F	-5%	-3%
16	CCO[C@H]1OC(C(=O)NCc2nc3ccccc3[nH]2)=C[C@@H](c2ccc(Br)cc2)[C@@H]1CCCO	-3%	-5%
17	Cc1cc(NC(=O)NC(=O)c2ccccc2NC(=O)C(C)N)ccc1Oc1ncc(Br)cn1 (stereo unspecified)	8%	-23%
18	COC(=O)c1ccccc1S(=O)(=O)NNC(=O)C12CC3CC(CC(C3)C1)C2	-4%	18%
19	COC(=O)Cn1c(CN2CCN(c3ccccc3F)CC2)nc2c1c(=O)n(C)c(=O)n2C	0%	?
20	Cc1ccc(C(=O)NC(Cc2cccc(C(F)(F)F)c2)C(=O)O)cc1 (stereo unspecified)	-5%	?
21	COc1ccc(C(=O)N/C(=C\c2ccccc2)C(=O)Nc2ccccc2C(=O)O)cc1	6%	5%
22	C[C@]12CCC[C@H](O1)c1c(cc3c(c1O)C(=O)c1c(O)cc(O)cc1C3=O)O2	-10%	8%
23	CCOC(=O)C1=C(C)N(C[C@@H]2CC[C@@H](Cc3ccc4cc(OC)ccc4c3)O2)C(=O)NC1c1ccc(OC)cc1 (stereo partly specified)	1%	7%
24	CC(C)Cn1cc(C(=O)NCCCN2CCC(C)CC2)c2c3ccccc3n(C)c2c1=O	2%	-20%
25	COc1cc(C(=O)Nc2cc(C)ccc2C)ccc1OCc1c(C)noc1C	-1%	-2%

# Entries of single compounds, looked up by structure. Order of screens: Tb PYK inh	HCV inh
# COCCCNC(=O)c1cc(S(=O)(=O)NCCCN2CCCC2=O)ccc1Cl across the screens: 0%	8%
# Cc1ccc(NC(=O)CN2c3cccc4cccc(c34)S2(=O)=O)cc1 across the screens: -2%	-9%
# CC1=C(C/C(C)=C/c2ccccc2)/C(=C/CO)[C@@H]2OC(=O)O[C@]2(C)C12CC2 across the screens: 7%	-5%

# Next section:
no.	SMILES	Tb PYK inh	HCV inh
26	Cc1c(C(=O)O)sc(S(=O)(=O)N2CCN(C(=O)Cc3ccc(Cl)cc3)CC2)c1C(=O)O	-7%	7%
27	Clc1nccc(NCc2ccccc2)n1	1%	-11%
28	COc1cc(N)c2ncccc2c1OC	-2%	1%
29	CCN(CC)C(=O)c1ncn(C)c1C(=O)N(CC)CC	-16%	11%
30	O=C(O)c1ccc(Cl)c(S(=O)(=O)Nc2ccc(S(=O)(=O)N3CCCC3)cc2)c1	3%	-6%
31	CC1(C)S[C@@H]2C(C(=O)OCc3ccccc3)NC(=O)N2C1C(=O)OCc1ccccc1 (stereo partly specified)	3%	-10%
32	C[C@]12CCC(=O)C=C1C=CC1C2CC[C@@]2(C)C1CC[C@@]21CCC(=O)O1 (stereo partly specified)	4%	-13%
33	C[C@@H]1O[C@@H](O[C@H]2[C@H](O)[C@@H](O)[C@H](Oc3c(-c4ccc(O)cc4)oc4cc(O)cc(O)c4c3=O)O[C@@H]2CO)[C@H](O)[C@H](O)[C@H]1O	1%	20%
34	CN(CC(=O)Nc1ccccc1Cl)C(=O)c1cc2c(s1)CCCCC2	1%	-14%
35	COc1cc(OC)c(N(C)S(=O)(=O)c2cccc(C(=O)OCC(=O)N(C)Cc3ccccc3)c2)cc1Cl	-8%	11µM*
36	O=C(NCc1cc(C(F)(F)F)cc(C(F)(F)F)c1)C1CC(c2ccccc2F)=NO1 (stereo unspecified)	0%	-9%
37	CC(=NNc1ccc([N+](=O)[O-])cn1)c1ccc(N)cc1	-3%	18%
38	C[C@H](CO)N1C[C@H](C)[C@@H](CN(C)S(=O)(=O)c2ccccc2)Oc2ccc(NS(=O)(=O)c3ccc(F)cc3)cc2C1=O	1%	-2%
39	O=C1NCC(Nc2ccc(Br)cc2)C(=O)N1 (stereo unspecified)	4%	10%
40	CCN(CC)S(=O)(=O)c1cc(NC(=O)Cc2ccc(S(=O)(=O)N3CCOCC3)s2)ccc1Cl	2%	10µM*
41	O=C(/C=C/c1ccccc1)CCN1CCCCC1	0%	-17%
42	Cc1cc(=O)[nH]c(SCc2ccc(Cl)cc2)n1	5%	1%
43	O=C(COC(=O)c1c(Cl)cccc1Cl)NCC1CCCO1 (stereo unspecified)	0%	0%
44	CC1=C(n2ccnc2)CCC1=O	-4%	9%
45	C#CCOCCOCCOCCNc1nc(N2CCOCC2)nc(N2CCN(C(=O)[C@H](CCC(=O)O)n3cc([C@@H](N)CCCCN)nn3)CC2)n1	2%	17%
46	Cn1c(=O)c2c(nc(CN3CCN(c4cccc(Cl)c4)CC3)n2CCc2ccccc2)n(C)c1=O	0%	?
47	O=C1C[C@@H]2c3c(cccc3CN1Cc1ccc(Br)cc1)C[C@@H](O)[C@H]2O	0%	7%
48	COc1ccc(C(=O)OCC(=O)NC2CCCCCCC2)cc1OC	3%	-3%
49	C#CCOCCOCCOCCNc1nc(N2CCN(C(=O)Cn3cc(CCCCN)nn3)CC2)nc(N2CCN(C(=O)[C@H](Cc3ccc(O)cc3)n3cc(CCO)nn3)CC2)n1	0%	-6%[8.37 µM]
50	CCOC(=O)CC[C@H](NC(=O)Cn1cnc(C(=O)Nc2ccc(C)c(C)c2)n1)C(=O)OCC	-2%	1%

# Gathered by group, the entries above with a thiophene ring, fused or not.
no.	SMILES	Tb PYK inh	HCV inh
26	Cc1c(C(=O)O)sc(S(=O)(=O)N2CCN(C(=O)Cc3ccc(Cl)cc3)CC2)c1C(=O)O	-7%	7%
34	CN(CC(=O)Nc1ccccc1Cl)C(=O)c1cc2c(s1)CCCCC2	1%	-14%
40	CCN(CC)S(=O)(=O)c1cc(NC(=O)Cc2ccc(S(=O)(=O)N3CCOCC3)s2)ccc1Cl	2%	10µM*

# (next part)
no.	SMILES	Tb PYK inh	HCV inh
51	CC1(C)C[C@H](O)[C@]2(CO)[C@H](O)C[C@]3(C)C(=CCC4[C@@]5(C)CC[C@H](O)C(C)(C)C5CC[C@]43C)[C@@H]2C1 (stereo partly specified)	3%	13%
52	COc1ccc(OC)c(S(=O)(=O)N2CCN(C(=O)CCc3ccccc3)CC2)c1	4%	4%
53	Cn1c(-c2ccc(C#N)cc2)c(C#Cc2ccccc2)c2ccccc21	0%	22µM*
54	O=C(COC(=O)c1nc(Cl)ccc1Cl)Nc1cccc(S(=O)(=O)N2CCOCC2)c1	8%	11%
55	CC(C)(C)OC(=O)N(Cc1ccccc1)Cc1ccc(OCc2cccc(NC(=O)C3CC3)c2)cc1	6%	?
56	CCOC(=O)Cc1csc(NC(=O)CSc2nc(C)cc(C)n2)n1	-4%	2%
57	C=C[C@@H]1c2ccccc2N(S(=O)(=O)c2ccc(C)cc2)[C@H](c2ccc(C(=O)OC)cc2)C1(C#N)C#N	-18%	7%
58	CC(C)=CCc1c(-c2ccc(O)cc2O)oc2cc3c(c(O)c2c1=O)C=CC(C)(C)O3	2%	?
59	N#Cc1ccc(NC(=O)COC(=O)c2cccnc2Cl)cc1	4%	23%
60	Cc1cccc(NC(=O)CN2CCN(C(=O)CN3C(=O)NC4(CCCCC4C)C3=O)CC2)c1C (stereo unspecified)	-11%	-23%
61	O=C(N[C@H]1C/C=C\C(c2cccc(F)c2)N(Cc2ccccc2)C(=O)C1)OCC1c2ccccc2-c2ccccc21 (stereo partly specified)	1%	?
62	COc1cc(-c2cc(O)c(-c3ccc4ccccc4n3)c(=O)[nH]2)cc(OC)c1OC	-5%	-23%
63	CC(=O)OC1C2(CC3N4C(=O)C5(CO)SSC4(CC31O)C(=O)N5C)OC(C)C(C)(C)C2=O (stereo unspecified)	-7%	0.56µM*
64	CC[C@]12c3[nH]c4cc(CCC(=O)N(C)C)ccc4c3CCN1C(=O)[C@@H](CC(=O)NCc1ccco1)C[C@@H]2C(=O)N1CCN(C(=O)c2ccco2)CC1	3%	-1%[8.37 µM]
65	CN/C=C(/Cl)P(=O)(OC(C)C)OC(C)C	-4%	1%
66	Cc1ccc(S(=O)(=O)Nc2ccc3c(c2)CC(=O)N([C@H](C)CO)C[C@@H](C)[C@H](CN(C)Cc2ccc(-c4ccccc4)cc2)O3)cc1	-1%	?
67	C=CC[C@H](CC(=O)N(CCO)Cc1ccccc1)C(=O)NC[C@H](OC(=O)[C@@H](CC=C)CC(=O)OC(C)(C)C)c1ccccc1	-8%	?
68	Cc1n[nH]c(C)c1NC(=O)CN1CCN(S(=O)(=O)c2ccc(C(F)(F)F)cc2)CC1	-5%	15%
69	O=C1N[C@@H](Cc2c[nH]c3ccccc23)COC(=O)[C@H](Cc2ccc(F)cc2)C/C=C\C[C@H]1CC(=O)N(CCO)Cc1ccccc1	4%	?
70	Oc1[nH]c2ccccc2c1N=Nc1c(F)c(F)c(F)c(F)c1F	6%	28%
71	O=[N+]([O-])c1ccc(N2CC2)c([N+](=O)[O-])c1	3%	-23%
72	N#CCCN1CCN(CCC#N)c2ccccc21	5%	9%
73	COc1cc2sc3ccc(-c4ccc5[nH]ccc5c4)cc3c(=O)c2cc1OC	-3%	3%
74	CN(C)CCNc1ccc2ncn3c4ccc(O)cc4c(=O)c1c23	4%	?
75	COc1ccc(CNC(=O)c2ccc(N3CCC4(CC3)CC(c3ccc(Cl)cc3)=NO4)c([N+](=O)[O-])c2)cc1	9%	0.89µM*
76	O=C1NC(=S)SC1=Cc1cccs1	-6%	10%
77	O=C(Nc1ccccc1Sc1ccccc1)c1ccccc1F	1%	6%
78	COc1ccc(C(C)=O)cc1COC(=O)CCC(=O)c1cccs1	0%	3%
79	COc1ccccc1OCCC(=O)OCC(=O)Nc1ccc2c(c1)OCO2	-5%	25%
80	CC(=O)c1ccc(NC(=O)CN2C(=O)NC3(CCc4ccccc43)C2=O)cc1 (stereo unspecified)	7%	3%
81	CC(=O)OC(C)(C)/C=C/C(=O)[C@](C)(O)C1[C@H](O)C[C@@]2(C)C3CC=C4C(C[C@H](O)C(=O)C4(C)C)[C@]3(C)C(=O)C[C@]12C (stereo partly specified)	2%	-19%
82	O=C(NNc1ccc([N+](=O)[O-])cn1)Nc1ccc(N=Nc2ccccc2)cc1	-15%	-12%
83	O=S(=O)(Nc1cccc(S(=O)(=O)N2CCCCC2)c1)c1ccccc1F	3%	-30%
84	O=C(NCC1CCCO1)c1ccc(NC(=O)c2ccc(Br)cc2)cc1 (stereo unspecified)	-3%	?
85	CCOC(=O)CSCc1csc(CC(=O)Nc2ccccc2C)n1	10%	-3%
86	CCN1CCN(S(=O)(=O)c2ccc(Cl)c(C(=O)N(CC(C)C)C3CCS(=O)(=O)C3)c2)CC1 (stereo unspecified)	1%	0%
87	Cn1cccc1C1CCCN1CC(=O)Nc1ccc(F)c(F)c1F (stereo unspecified)	4%	-13%
88	CC(C)=C1CCC(C)CC1=NNC(N)=S (stereo unspecified)	-8%	?
89	CON(C)C(=O)CC(CN(Cc1ccccc1)C(=O)OC(C)(C)C)c1ccc(Cl)cc1 (stereo unspecified)	-6%	-24%
90	CC(=O)Nc1ccc(NC(=O)c2cc(S(=O)(=O)N3CCCCC3)ccc2N2CCOCC2)cc1	-14%	35%[activator]
91	CCOc1nc(-c2ccccc2)ccc1-c1noc(-c2ccc(OC)c(OC)c2)n1	-7%	?
92	CCON1C(=O)C2(CCCCC2)C(=O)C12C=CCCC2 (stereo unspecified)	-4%	19%
93	O=C(O)c1cccc(Nc2nc3ccccc3nc2NS(=O)(=O)c2ccc(F)cc2)c1	-2%	13%
94	CN(C)c1ccc(N2[C@@H](CC(=O)O)c3cc(C(F)(F)F)ccc3S2(=O)=O)cc1	-8%	5%
95	Cc1[nH]oc(=O)c1N=Nc1ccc2[nH]c(=O)[nH]c2c1	-9%	17%
96	CCN(C(=O)COC(=O)c1ccc([N+](=O)[O-])o1)c1cccc2ccccc12	-3%	10%
97	Cc1cc(C)nc(NC2=N[C@@H]3CCCC[C@H]3N2C(=O)Nc2cc(Cl)cc(Cl)c2)n1	7%	1%

# Not all compounds are listed; count on the stated rates, not on these rows.
